# Source: PubChem BioAssay
# NR2E3 ag-1 – activates human photoreceptor nuclear receptor NR2E3; AID 2300; GST-NR2E3/biotin-RetCOR TR-FRET, 1536-well; 0.12% of 320,000 active; inhibition of corepressor binding, % at 4.78 µM; Q9Y5X4;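 active = percent inhibition above the cutoff of mean plus 3 SD of all tested compounds, set per screening campaign, cut at about 20% in these data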;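 note: 0% = DMSO wells and 100% = biotin wells as full block of FRET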
# Target sequence (Q9Y5X4 whole entry, looked up): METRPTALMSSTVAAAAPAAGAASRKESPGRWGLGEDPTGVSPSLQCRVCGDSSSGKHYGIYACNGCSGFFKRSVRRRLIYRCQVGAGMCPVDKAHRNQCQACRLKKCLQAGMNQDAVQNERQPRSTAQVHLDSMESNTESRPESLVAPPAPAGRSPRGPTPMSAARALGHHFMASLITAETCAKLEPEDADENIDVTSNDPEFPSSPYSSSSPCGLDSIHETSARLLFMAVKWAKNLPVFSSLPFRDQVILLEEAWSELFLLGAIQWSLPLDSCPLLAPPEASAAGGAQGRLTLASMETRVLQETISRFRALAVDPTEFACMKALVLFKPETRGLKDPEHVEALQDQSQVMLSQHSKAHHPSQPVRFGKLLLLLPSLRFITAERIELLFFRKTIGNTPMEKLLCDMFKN
#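 Test system – NR2E3–RetCOR corepressor complex · Quantity – NR2E3 fusion 1.35 nM · Buffer or medium – Tris pH 7.5 · Incubation – Compound–protein incubation for 5 h at 4 °C · Technique – TR-FRET, Eu(K)-anti-GST donor, streptavidin-D2 acceptor, ex 340, em 617/671 nm · Evaluation – percent inhibition of 671/617 nm emission ratio versus biotin and DMSO controls · Plate – 1536-well format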
# PDI turbidity – inhibitors of human protein disulfide isomerase. P07237. PDI insulin aggregation turbidity, A650, 90 min. inhibition, % at 10 µM. 0.052% of 350,000 active;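 active = mean inhibition across replicates of 30% or more, whatever share of single replicates reach that level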;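 note: absorbance from insulin aggregation driven by PDI reduction with DTT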
# Target sequence (P07237 whole entry, looked up): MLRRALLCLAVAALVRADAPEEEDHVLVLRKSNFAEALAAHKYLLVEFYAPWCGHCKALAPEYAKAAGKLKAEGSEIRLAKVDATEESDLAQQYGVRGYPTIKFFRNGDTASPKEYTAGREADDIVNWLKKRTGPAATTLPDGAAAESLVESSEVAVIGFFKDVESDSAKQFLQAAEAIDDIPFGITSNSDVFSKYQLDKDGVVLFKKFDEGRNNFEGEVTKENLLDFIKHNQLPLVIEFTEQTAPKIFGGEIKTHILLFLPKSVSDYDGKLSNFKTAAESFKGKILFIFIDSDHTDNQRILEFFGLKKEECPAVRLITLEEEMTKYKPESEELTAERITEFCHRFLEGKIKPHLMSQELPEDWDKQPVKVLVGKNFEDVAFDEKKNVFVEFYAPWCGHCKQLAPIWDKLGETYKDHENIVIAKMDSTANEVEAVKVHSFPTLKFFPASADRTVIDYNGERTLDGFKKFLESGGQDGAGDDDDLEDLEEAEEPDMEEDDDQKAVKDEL
# MITF TRPM1 inh – inhibitors of MITF-driven TRPM1 promoter in melanoma cells; inhibition, % at 12.5 µM; AID 488899; SK-MEL-5 TRPM1 promoter luciferase, 24 h; 0.83% of 330,000 active;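 active = mean inhibition across replicates of 60% or more, whatever share of single replicates reaches that level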; note: values of inactives mirror those of a sister screen read the other way
# NR2E3 ag-2 – activates human NR2E3 receptor. AID 602229. 0.35% of 360,000 active. inhibition of corepressor binding, % at 3.98 µM. CHO-S Gal4-NCOR/VP16-NR2E3 two-hybrid, luciferase;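 active = inhibition above the mean of all tested compounds plus 3 SD, cut at about 70% in these data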;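 note: 0% = DMSO with NR2E3 transfected cells and 100% = cells lacking NR2E3 construct; higher means lower luciferase signal from less NR2E3 corepressor binding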
# aDG glyco up – alpha-DG glycosylation activation; Pro5-aDG cells, alpha-DG glycosylation AlphaScreen (IIH6); 0% Pro5, 100% B10-LARGE cell signal; activation, % at 10 µM; 0.22% of 360,000 active;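 active = activation of at least 8% versus controls, or a plate z-score of at least 8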;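 note: Pro5 are CHO cells carrying HIG-tagged alpha-DG that lacks glycosylation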
# Vif inh – HIV Vif inhibition | HEK293T cells, Vif self-association by quenched fluorescence, imaging, 24 h | inhibition, % at 7.49 µM | 0.35% of 340,000 active | AID 602346; in the data active = inhibition above about 50%, passing the limit was not always enough; note: some results filed as inactive read as strong as hits
# CaV13 ICDI inh – Primary screen for inhibitors of IQ motif and Ca2+-dependent inactivation inhibitor domain binding in CACNA1D, Förster resonance energy transfer in living cells, … | HEK cells, CFP/YFP FRET ICDI-IQ, plate reader, 10 min; percent FRET-ratio fall versus neutral wells | inhibition, % at 12.3 µM | 0.098% of 340,000 active;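 active = mean replicate inhibition of at least 30% and at least 1% of replicates passing that level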;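 note: 0% = median of the neutral control wells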
# Peg3 prom inh – inhibitors of Peg3 promoter; AID 588405; 1.7% of 360,000 active; HeLa PEG-Prom luciferase reporter, luminescence, overnight; inhibition, % at 20 µM;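 active = inhibition of at least 50% at 20 µM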
# Exocytosis inh – lytic granule exocytosis inhibition; TALL-104 LAMP-1 surface exposure, flow cytometry; cells stimulated with thapsigargin and PMA; inhibition, % at 10 µM; 0.66% of 360,000 active;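 active = inhibition above about 55%, limit read from the data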
# HIF-2a block – blocks HIF-2a reporter activity; 786-0 RCC cells HIF-2a reporter, luciferase luminescence, overnight; inhibition, % at 18.8 µM; 0.72% of 360,000 active; AID 624352;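 active = inhibition of the luminescence signal of 40% or more relative to plate controls, in a single-dose primary screen at 18.75 µM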
# iPSC survival up – hiPSC single-cell survival enhancement; ATPlite luminescence; 100% = ROCK inhibitor wells, 0% = DMSO; survival enhancement, % at 20 µM; 0.044% of 360,000 active; AID 602274; in the data active = survival enhancement above about 18%;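 note: cells exposed to compounds for 16 hours before the ATP read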
# * hit, by the source's call; nt = not tested or not shown; & = joins results of further samples. Compounds as they come, and some 3.5% of all compounds hit somewhere here.
SMILES,NR2E3 ag-1,PDI turbidity,MITF TRPM1 inh,NR2E3 ag-2,aDG glyco up,Vif inh,CaV13 ICDI inh,Peg3 prom inh,Exocytosis inh,HIF-2a block,iPSC survival up
CC(C)(C)CC(C)(C)NC(=S)N1CCN(Cc2ccc3c(c2)OCO3)CC1,1.6,-12.4,-11.4,10.1,-0.3,nt,-5.8,-4.7,-2.1,7.3,0.1
COc1cc2c(cc1NC(=O)C(C)Sc1nc3ccccc3n1C)oc1ccccc12 (stereo not given),0.4,-20.1,15.0,-2.6,-0.3,-3.1,-3.8,10.2,0.2,-4.5,0.5
N#Cc1ccc(OCC(=O)N(C2CCCCC2)C2CCS(=O)(=O)C2)cc1 (stereo not given),-0.7,-3.8,-6.4,-6.9,-0.2,-1.1,-2.8,1.6,4.8,8.9,-0.4
O=S1(=O)N[C@@H](CC2=CCCCC2)C2CCCCC2O1 (stereo not given in full),-1.1,9.4,-6.5,2.5,0.1,-7.1,-3.3,4.1,2.5,13.1,-2.9
O=C(c1cc(-c2ccco2)nn1-c1cccc(Cl)c1)N1CCCCC1,1.5,-4.5,16.7,-9.9,0.3,-29.5,-3.5,18.0,45.2,0.5,8.7
CCCCCNCc1ccc(Cl)cc1,-2.2,-4.3,2.9,-3.9,-0.3,0.2,-4.6,2.5,-1.8,16.9,1.2
CC1CC(C)CN(S(=O)(=O)N2CCCC(C(=O)NCCCN3CCCCC3C)C2)C1 (stereo not given),0.5,1.2,2.9,1.4,-0.4,0.5,-6.9,-9.4,1.8,3.2,-0.4
O=C(O)CSc1cc(C(F)(F)F)nc(-c2ccccn2)n1,-0.6,10.8,10.7,-7.3,-0.2,11.9,-4.3,10.5,-2.2,12.4,0.5
CNC(=O)c1ccc(Oc2ccc(C(=O)NC)cc2)cc1,-1.2,-2.8,7.0,-3.8,0.0,-3.0,-7.8,-0.1,-1.6,-10.4,-1.8
O=C(C1CC(=O)N(C2CCCC2)C1)N1CCN(c2ccccc2)CC1 (stereo not given),1.3,5.8,4.6,-11.5,0.0,-2.7,nt,-3.6,2.0,6.6,0.4
CNC(=S)N1CCC(Cc2ccccc2)CC1,nt,21.0,-4.7,2.5,0.2,-3.9,nt,-1.6,-0.6,-1.3,-0.1
Cc1ccc(S(=O)(=O)N(CC(=O)NCc2ccco2)Cc2ccc(F)cc2)cc1,3.2,-1.4,4.0,-14.4,0.0,3.0,nt,19.1,-4.8,3.5,4.7
CC(C)CC(=O)N/C(N)=N/c1nc2ccccc2s1,2.6,-6.6,-67.0,-69.5,1.3,-2.7,nt,-168.2,0.6,-194.0,-2.2
CC(C)(C)Cc1nnc(NS(=O)(=O)c2ccc([N+](=O)[O-])cc2)s1,-1.7,6.6,-13.5,-17.5,-0.1,-2.4,-4.0,4.4,-6.1,10.4,1.3
CCOc1ccc(Nc2nc3ccccc3n3cnnc23)cc1,0.5,1.9,-14.9,-11.7,0.3,-4.4,-6.5,-33.1,-3.0,-57.3,-0.7
CC(C)NCC(O)c1ccc2ccccc2c1 (stereo not given),1.1,-5.3,-2.1,-6.5,0.2,0.4,-4.4,-12.9,0.5,-4.6,5.0
CCN(Cc1nc2ccccc2c(=O)[nH]1)Cc1nc2ccsc2c(=O)[nH]1,4.3,1.5,-4.3,9.0,0.9,-1.6,-2.3,20.6,0.4,14.9,-0.3
CCCNC(=O)/C=C/c1ccc(C(C)C)cc1,-1.5,3.0,-41.4,-91.5,0.3,0.9,-2.6,-217.5,-6.6,-203.5,1.9
Nc1nc(NCc2ccco2)nc(NC2CCCCC2)c1[N+](=O)[O-],-1.1,1.2,nt,-28.4,0.1,4.2,-2.3,12.6,-1.3,20.1,0.1
S=C1N(c2ccccc2)CN(C2CCCCC2)CN1c1ccccc1,-1.8,2.5,-5.2,-2.2,-0.1,nt,-3.3,8.6,4.9,-15.5,-0.4
CC(=O)N1c2ccc(S(=O)(=O)N3CCCC3)cc2CC1C(=O)NCc1ccc(N(C)C)cc1 (stereo not given),-0.4,-7.1,-2.2,2.6,-0.1,-3.8,-3.8,3.0,2.5,-0.2,0.0
c1ccc(-c2n[nH]c(-c3ccccn3)n2)nc1,2.6&0.4,15.9&0.1,-32.4&-15.7,-94.5&-109.7,0.2&0.1,-4.0,-8.9&0.8,-137.3&-128.6,-1.0&-2.2,-139.6&-149.0,-0.8&0.0
CC(C)CNC(=O)C1Nc2ccc(OC(F)(F)F)cc2C2C=CCC12 (stereo not given),3.6,-1.9,5.1,11.5,0.1,8.0,-5.8,-5.3,1.4,-40.2,1.9
CN(C)c1ccc(/C=C/C(=O)c2cc(Cl)ccc2O)cc1,-1.3,8.2,-13.1,11.2,-0.5,-11.0,-24.6,-156.6,-12.1,-13.2,-0.6
CCCOC(=O)c1cc2ccccc2oc1=O,4.8,-4.1,-43.1,-18.8,0.0,3.7,-7.8,-31.4,-0.8,-59.1,1.2
# (further entries)
SMILES,NR2E3 ag-1,PDI turbidity,MITF TRPM1 inh,NR2E3 ag-2,aDG glyco up,Vif inh,CaV13 ICDI inh,Peg3 prom inh,Exocytosis inh,HIF-2a block,iPSC survival up
c1ccc2c(-c3ccncc3)c[nH]c2c1,0.9,2.3,-12.9,-3.2,0.5,-5.6,-6.6,-57.9,-7.2,-31.1,1.3
COc1ccc(-c2cc(C)no2)cc1S(=O)(=O)NCCc1ccco1,-0.7,7.5,1.4,1.1,0.0,-4.0,-1.8,7.6,-1.0,-3.3,-0.2
CCc1ccccc1NC(=O)NC1CCCCCCC1,nt,-2.4,-8.9,-3.2,0.1,-9.0,-3.2,-4.0,-4.3,-22.0,-0.3
Cc1ccc(-c2cnco2)cc1,-3.8,-2.7,-2.2,-10.6,0.0,4.7,-5.1,8.1,-2.9,10.2,0.3
Cc1ccc(CNC(=O)C2CCCN2C(=O)Nc2ccc(F)cc2)cc1 (stereo not given),1.5,-0.9,-12.6,-15.6,-0.1,9.2,7.6,11.7,4.6,20.3,0.7
CCOC(=O)c1c(NC(=O)CCS(=O)(=O)c2ccccc2)sc2c1CCN(C(C)C)C2,3.2,7.1,3.9,1.4,5.6,14.6,nt,25.1,-4.3,6.7,-0.4
COc1cccc(CNc2nc(SC)ncc2CO)c1,-0.3,-4.3,10.1,0.3,0.1,-4.0,-5.4,34.2,-0.8,12.0,3.1
COc1cccc(-n2c(SCc3c(C)noc3C)nnc2-c2cccc(S(=O)(=O)N(C)C)c2)c1,-1.0,9.0,3.3,-10.0,-0.4,1.4,-4.3,6.4,-1.3,14.7,-3.2
O=C1CN(C(=O)CSc2nc3ccccc3c(=O)n2CC2CCCO2)c2ccccc2N1 (stereo not given),-2.6,-1.0,1.6,-4.8,0.4,-11.3,-5.0,-5.3,4.6,22.2,-2.0
CCOC(=O)[C@@H]1[C@H]2COc3ccc(Br)cc3[C@@H]2N2C(=O)N(c3ccc(F)cc3)C(=O)[C@@]12C,nt,-8.2,2.0,-34.4,0.1,-7.6,-5.4,7.2,-3.5,7.4,11.4
Cc1ccc(C(=O)OCC(=O)N2CC(C)CC(C)C2)cc1S(=O)(=O)N1CCOCC1 (stereo not given),-0.7,-2.5,-1.0,-41.9,0.7,-2.6,-5.8,13.5,-4.4,7.0,0.1
Cc1[nH]n(-c2ccccc2)c(=O)c1/C=N/N(C)c1ccccc1,-1.1,-2.8,7.2,-43.3,0.4,-9.3,-4.9,-10.6,-2.5,-8.7,-1.9
C#CCOc1ccc(Cl)cc1/C=N/O,-0.5,-2.8,2.4,2.6,-0.1,0.9,-8.7,13.3,5.9,-5.1,0.5
O=C(NCCN1C(=O)C2C3C=CC(C3)C2C1=O)Nc1cccnc1 (stereo not given),3.2,nt,7.8,8.0,0.0,-1.6,-3.8,5.0,-0.3,2.2,1.0
CC(C)/C=N/NC(=O)c1ccc(Cl)cc1,-1.7,-23.6,5.7,-41.0,-0.1,17.7,-2.4,-5.8,2.9,4.1,-1.6
CCCC(NCC(=O)Nc1ccccc1C(=O)NC1CC1)c1ccccc1 (stereo not given),nt,19.3,5.5,14.2,0.1,-0.6,-4.4,5.6,9.4,11.9,-0.4
COc1ccc(-n2c(Cc3cccn3C)nnc2SCC(=O)Nc2cccc(Cl)c2)cc1,4.0,nt,-7.4,-21.6,-0.1,7.8,-3.0,10.3,-5.7,0.1,0.6
Oc1ccccc1/C=N/[n+]1ccccc1,-0.3,-0.3,8.1,-1.4,-0.3,-4.8,-5.0,-1.0,-1.4,6.2,-0.1
CCCCOc1ccc(NC(=O)CN2CCN(Cc3ccccc3)CC2)cc1,0.1,-1.2,6.4,-1.4,0.3,27.2,-4.5,9.7,-1.3,2.2,0.1
O=C(COC(=O)c1n[nH]c(=O)c2ccccc12)Nc1cccc(S(=O)(=O)N2CCOCC2)c1,nt,-5.8,nt,-5.7,-0.3,7.6,-1.9,-6.7,0.9,16.6,0.2
Cc1ccc(Cn2nnc3c(=O)[nH]c(C4CCN(S(=O)(=O)c5ccccc5F)CC4)nc32)cc1,-2.6,4.7,14.3,-17.7,0.0,-3.4,-3.8,30.7,-15.0,18.3,-0.5
Cc1ccc(NC(=O)c2ccccc2NC(=O)Cc2ccccc2)cc1,-0.3,12.5,-8.3,-19.4,0.0,1.0,-2.5,-8.3,-1.2,-35.5,3.2
CCCNC(=O)C1(C)CCCN(C(=O)Cc2ccc(OC)cc2)C1 (stereo not given),nt,7.5,nt,-13.1,-0.1,0.3,-4.8,-3.0,-6.0,4.1,-1.1
O=C(N/C(=C/c1cccnc1)C(=O)N1CCOCC1)c1ccco1,1.2,2.9,-12.8,-14.9,-0.2,3.9,-14.4,2.4,-5.7,8.1,2.2
CCC(OC(=O)C(C)N1C(=O)C(=O)c2ccccc21)C(=O)Nc1ccccc1OC (stereo not given),nt,-17.3,4.8,-24.1,0.1,-5.0,-2.8,10.4,1.7,4.2,-0.6
Cc1ccc2oc(C(=O)N3CCC(O)(c4cccc(C(F)(F)F)c4)CC3)c(C)c2c1,2.8,-5.3,-12.4,-60.4,0.0,-1.6,-2.5,-56.8,0.8,-132.7,0.0
CC(=O)C(C(C)=O)c1cc(NS(=O)(=O)c2ccccc2)ccc1NS(=O)(=O)c1ccccc1,0.8,-15.0,3.7,-33.6,-0.1,4.5,-2.9,26.6,0.0,12.1,0.2

# Of the compounds above, these contain a CF3 group.
SMILES,NR2E3 ag-1,PDI turbidity,MITF TRPM1 inh,NR2E3 ag-2,aDG glyco up,Vif inh,CaV13 ICDI inh,Peg3 prom inh,Exocytosis inh,HIF-2a block,iPSC survival up
O=C(O)CSc1cc(C(F)(F)F)nc(-c2ccccn2)n1,-0.6,10.8,10.7,-7.3,-0.2,11.9,-4.3,10.5,-2.2,12.4,0.5
CC(C)CNC(=O)C1Nc2ccc(OC(F)(F)F)cc2C2C=CCC12 (stereo not given),3.6,-1.9,5.1,11.5,0.1,8.0,-5.8,-5.3,1.4,-40.2,1.9
Cc1ccc2oc(C(=O)N3CCC(O)(c4cccc(C(F)(F)F)c4)CC3)c(C)c2c1,2.8,-5.3,-12.4,-60.4,0.0,-1.6,-2.5,-56.8,0.8,-132.7,0.0
